# High-throughput results from PubChem.
# EphB4 antag – EphB4-ephrin-B2 interaction antagonism. P54760. hit rate 0.15% among 97,000. EphB4 LBD / TNYL-RAW-Alexa532 peptide, fluorescence polarization. inhibition, % at 7 µM;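 active = inhibition above the screen-wide mean inhibition plus 3 SD, cut at about 15% in these data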;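 also: 0% = DMSO wells and 100% = excess unlabeled TNYL-RAW peptide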
# PLK1 PBD inh – Plk1 (human) PBD binding inhibition; P53350; Plk1 PBD phosphopeptide binding, fluorescence polarization; inhibition, %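 (tested at about 20 µM)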; hit rate 0.13% among 97,000; AID 693; in the data active = inhibition above about 34%, passing the limit was not always enough
# PTPN22 inh 2 – LYP (human) phosphatase inhibition. hit rate 0.21% among 96,000. AID 640. Q9Y2R2. recombinant LYP catalytic domain, DiFMUP fluorescence. inhibition, % at 2 µM;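 active = inhibition at 2 µM at or above a set limit, the screen mean plus 3 SD, cut at about 24% in these data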;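 also: 0% = DMSO with enzyme and 100% = enzyme fully blocked by orthovanadate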
# Target sequence (Q9Y2R2 whole entry, looked up, the tested form may be a part): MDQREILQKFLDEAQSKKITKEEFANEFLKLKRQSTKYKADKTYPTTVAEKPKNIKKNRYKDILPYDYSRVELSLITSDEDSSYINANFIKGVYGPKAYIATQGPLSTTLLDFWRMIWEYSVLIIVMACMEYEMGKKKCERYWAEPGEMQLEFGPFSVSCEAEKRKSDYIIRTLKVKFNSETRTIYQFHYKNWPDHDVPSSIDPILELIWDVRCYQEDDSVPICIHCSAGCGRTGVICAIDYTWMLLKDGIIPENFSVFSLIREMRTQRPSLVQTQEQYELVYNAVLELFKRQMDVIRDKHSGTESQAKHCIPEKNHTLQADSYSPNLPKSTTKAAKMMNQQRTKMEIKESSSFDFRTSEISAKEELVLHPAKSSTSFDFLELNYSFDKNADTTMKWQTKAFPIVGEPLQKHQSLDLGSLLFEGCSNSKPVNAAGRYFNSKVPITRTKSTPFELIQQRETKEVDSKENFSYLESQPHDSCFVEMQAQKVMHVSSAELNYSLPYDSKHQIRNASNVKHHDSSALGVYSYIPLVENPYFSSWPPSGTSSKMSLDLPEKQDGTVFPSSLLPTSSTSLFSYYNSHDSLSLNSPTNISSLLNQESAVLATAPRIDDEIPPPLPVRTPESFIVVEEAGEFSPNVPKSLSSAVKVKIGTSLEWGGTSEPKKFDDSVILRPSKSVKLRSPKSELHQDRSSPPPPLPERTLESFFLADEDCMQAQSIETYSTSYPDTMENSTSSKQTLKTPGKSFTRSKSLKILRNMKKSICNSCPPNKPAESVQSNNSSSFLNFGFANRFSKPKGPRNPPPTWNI
# FAK inh – inhibitors of human focal adhesion kinase; Q05397; biochemical FAK kinase activity assay; inhibition, %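 (tested at 7 µM)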; hit rate 0.84% among 97,000; AID 727; in the data active = inhibition above about 19%;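 also: 0% = DMSO and 100% = reference compound high control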
# PTPN22 act – activators of human LYP (PTPN22) phosphatase. Q9Y2R2. recombinant LYP, DiFMUP fluorescence; 0 = plate median, 100 = signal doubled. activation, % at 2 µM. hit rate 0.11% among 96,000. AID 697;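 active = activation at 2 µM above a set limit, the mean plus 5 SD, cut at about 37% in these data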
# PLK1 kinase inh – inhibitors of human PLK1 kinase. recombinant PLK1 kinase, TR-FRET peptide phosphorylation. inhibition, % at 10 µM. hit rate 0.53% among 97,000;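 active = inhibition of 50% or more in the single-concentration screen; inactive = inhibition below 50%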;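 also: 0% = DMSO max control and 100% = H-89 dihydrochloride min control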
# PTK2B oligo ant – antagonists of human Pyk2 oligomerization; Q293 cells, Pyk2 FERM NanoBiT luminescence; active compounds read low; z-score (the deposit names both 25 µM and 10 µM); hit rate 0.83% among 99,000; AID 1347419;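 active = Z-score of -3 or lower, scaled per plate to the spread of control and sample wells; inactive = z-score above -3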;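 also: negative z-score means lost luminescence so less FERM oligomerization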
# HIV Rev-RRE inh – HIV Rev-RRE protein-RNA interaction inhibition; hit rate 0.79% among 97,000; Rev peptide-RRE RNA binding, FRET; AID 704; P05866; inhibition, % at 8 µM;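 active = inhibition above the screen-wide mean plus 3 SD, cut at about 35% in these data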;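 also: 0% = median DMSO wells and 100% = median Neomycin B control wells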
# Target sequence (P05866 whole entry, looked up): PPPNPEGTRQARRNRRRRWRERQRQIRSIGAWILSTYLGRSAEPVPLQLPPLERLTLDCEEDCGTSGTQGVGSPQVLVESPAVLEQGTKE
#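 Test system: labelled RRE RNA duplex and labelled Rev peptide. Times: 5 min compound–RNA preincubation, then 15 min with peptide, 25 °C. Doses: single-dose 8 µM. Measured by: FRET, excitation 480 nm, emission 540 nm donor and 671 nm acceptor. Measure: % inhibition of FRET ratio versus controls.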
# F-actin modifier – cytoskeleton assembly modification; HUVEC TNFa F-actin phalloidin imaging, high content; inhibition, % at 2 µM; hit rate 0.18% among 91,000; AID 836;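 active = inhibition above the batch mean plus 3 SD and confirmed as a hit by visual image inspection, cut at about 30% in these data, passing the limit was not always enough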; also: strong numbers were not always called active
# * hit, by the source's call; / = not tested or not shown.
SMILES,EphB4 antag,PLK1 PBD inh,PTPN22 inh 2,FAK inh,PTPN22 act,PLK1 kinase inh,PTK2B oligo ant,HIV Rev-RRE inh,F-actin modifier
Cc1ccc(-c2cc(C(F)F)n3ncc(C(=O)Nc4ccc(S(=O)(=O)Nc5ccccc5C)cc4)c3n2)cc1,3,-10,10,7,-6,-11,-0.38,5,-35
COc1ncnc2c1oc1nc(CC(C)C)c3c(c12)CC(C)(C)OC3,5,-20,5,4,0,-11,0.07,6,-14
Cc1ccc(-c2nc3ccccc3s2)cc1NC(=O)c1cc(-n2cnnc2)ccc1Cl,3,7,10,29*,-8,-12,-0.15,-1,-25
CCCc1nnc(SCCSc2nnc(CCC)n2N)n1N,6,-21,3,0,-3,-10,-0.22,6,10
CCCN(C(=O)Cn1ncc2c(=O)oc3ccccc3c21)c1cccc(C)c1,8,-7,-8,4,8,-2,-0.56,5,1
Cn1c(-c2ccc(CN3CCCCC3)o2)nc2ccccc21,2,23,-5,-1,4,-10,-0.08,2,25
CCCC(=O)Nc1ccc(N2CCCCC2)cc1,-10,-9,-5,-2,5,-10,-0.06,1,14
COc1cc2c(cc1OC)C(c1cc3cc4c(cc3[nH]c1=O)OCO4)N(C(=O)C1CC1)CC2 (stereo not given),3,-15,-6,-1,5,-12,-0.07,5,/
Cc1ccc(NCCc2ccc(C)nc2)cc1,-4,-11,10,-1,-9,-3,1.1,-1,6
Cc1ccc(S(=O)(=O)N2CCN(S(=O)(=O)c3ccccc3)C2c2ccc(N(C)C)cc2)cc1 (stereo not given),-4,-17,2,0,-1,-15,-0.32,-4,-2
COc1ccc2cc(C(=O)Nc3ccc(F)cc3)sc(=O)c2c1OC,-9,-9,5,14,-3,-10,0.53,1,-4
CC(=O)NCCNC(=O)CCNC(=O)c1ccc(Cl)cc1,0,-4,-6,0,6,-16,-0.05,4,7
Cc1cc(C)c2c(c1)/C(=N/NS(=O)(=O)c1ccccc1)CCC2,6,8,6,2,-5,-10,-0.12,8,-5
NC(=O)CSc1nnc(-c2cccnc2)n1CCc1ccccc1,1,-19,8,-1,-9,-7,0.77,7,-4
COc1cc(CNCc2cccs2)cc(Br)c1OC,1,14,2,2,1,5,-0.04,4,7
COCCCN(Cc1ccccn1)S(=O)(=O)Cc1ccccc1,-8,6,4,-2,-1,2,0.4,4,9
CC(=O)Nc1ccc2c3c(cccc13)CC2,-9,2,5,0,0,3,2.2,8,-4
Cc1c(=O)n(OCc2ccccc2F)c2ccccc2[n+]1[O-],6,-10,-16,0,12,6,-0.41,10,20
O=C(Nc1ccc(F)cc1)NC1(C(=O)NCc2cccs2)CCCCC1,-10,-13,10,-9,-8,-4,1.1,1,-15
COc1ccc(C2C(=O)N(C3CCCCC3)CC(=O)N2C2CCCCC2)cc1 (stereo not given),-7,6,25*,0,-24,-9,-0.94,9,-13
O=c1c2ccccc2nc2c3ccccc3c(NCc3ccco3)nn12,3,-24,14,-4,-13,-10,1.3,4,21
O=C1CCC(=O)N1c1ccccc1-c1ccccc1,9,28,0,-1,-3,3,0.37,8,20
CCN(CCCNC(=O)C1CCC(=O)N1Cc1ccc(F)cc1)c1cccc(C)c1 (stereo not given),6,-26,-3,-1,2,-4,0.42,-5,-6
CCOc1ccc(S(=O)(=O)N2CCN(Cc3ccccc3)CC2)c2cccnc12,2,-6,-12,-5,11,-2,1.5,-1,-12
CCC(C)c1c(O)nc(SCc2ccccc2)[nH]c1=O (stereo not given),-4,8,-7,-3,6,-10,0.13,6,-2
Cc1nc2sc(C(c3cccs3)N3CCOCC3)c(O)n2n1 (stereo not given),-1,-10,-6,4,5,-3,/,9,-29
Cc1ccc(NC(=O)Nc2ccc3oc(C)nc3c2)cc1,6,9,-4,9,1,-3,-0.66,7,-9
c1csc(-c2nc3c4ccccc4c4ccccc4c3[nH]2)c1,-5,7,7,1,-8,-5,-1.7,2,0
CCC(C)[C@H](NC(=O)Nc1ccc(C(C)=O)cc1)C(=O)OC (stereo not given in full),-7,4,-3,0,0,-6,0.65,-3,-29
COc1ccc(S(=O)(=O)Nc2ccc(S(=O)(=O)N3CCOCC3)cc2)cc1C,-3,8,3,-2,-3,-11,-2.1,8,2

# Some of these compounds in order of length of the SMILES, rising:
SMILES,EphB4 antag,PLK1 PBD inh,PTPN22 inh 2,FAK inh,PTPN22 act,PLK1 kinase inh,PTK2B oligo ant,HIV Rev-RRE inh,F-actin modifier
O=C1CCC(=O)N1c1ccccc1-c1ccccc1,9,28,0,-1,-3,3,0.37,8,20
Cc1ccc(NC(=O)Nc2ccc3oc(C)nc3c2)cc1,6,9,-4,9,1,-3,-0.66,7,-9
COc1ccc(C2C(=O)N(C3CCCCC3)CC(=O)N2C2CCCCC2)cc1 (stereo not given),-7,6,25*,0,-24,-9,-0.94,9,-13
CCN(CCCNC(=O)C1CCC(=O)N1Cc1ccc(F)cc1)c1cccc(C)c1 (stereo not given),6,-26,-3,-1,2,-4,0.42,-5,-6
COc1ccc(S(=O)(=O)Nc2ccc(S(=O)(=O)N3CCOCC3)cc2)cc1C,-3,8,3,-2,-3,-11,-2.1,8,2

# Next results.
SMILES,EphB4 antag,PLK1 PBD inh,PTPN22 inh 2,FAK inh,PTPN22 act,PLK1 kinase inh,PTK2B oligo ant,HIV Rev-RRE inh,F-actin modifier
COC(=O)c1sc(NC(=O)C(C)C)c(C(=O)OC)c1C,-4,-7,-3,1,2,-14,0.2,0,-34
Cc1ccc(OCC(=O)O)c(-n2nc3ccccc3n2)c1,-12,-3,-5,0,6,-7,-0.01,2,-5
O=C1CCCc2nc(N3CCN(c4ccccc4)CC3)ncc21,-6,16,6,-1,-4,-15,0.53,-2,-28
O=C(CCSc1nc(-c2ccco2)cc(C(F)(F)F)n1)NCCc1ccccc1,5,-4,3,1,0,-3,0.06,3,-6
CS(=O)(=O)c1cccc(C(=O)NCc2ccc(F)cc2)c1,2,19,11,-1,-10,-4,-0.09,0,-2
CC(C)C1C(C#N)=C(N)Oc2n[nH]c(-c3ccccc3)c21 (stereo not given),4,13,-12,7,10,-8,-2.4,13,-13
O=C(NCCN1CCOCC1)c1cccc(Cl)c1,-9,-4,-4,-2,6,-6,-0.15,3,2
CCC(C)N(C(=O)c1csnn1)C(C(=O)NCc1ccc(F)cc1)c1ccco1 (stereo not given),-9,6,1,2,-3,1,0.56,-2,-14
COCCNC(=O)C1CCC(Cn2c(=S)[nH]c3ccccc3c2=O)CC1 (stereo not given),-1,-16,4,1,-9,-9,0.98,2,-2
COC(=O)c1cc(C(=O)Nc2cc(C)ccn2)cc([N+](=O)[O-])c1,-3,-38,-1,7,1,-2,0.38,-1,18
Cc1ccc(N2C(=O)C(Cl)=C(NCc3ccccc3)C2=O)c(C)c1,-2,-21,-10,-3,12,-1,-0.88,6,6
COc1ccc(-n2c(C)cc(C=O)c2C)cc1Cl,-5,10,7,-1,-5,-9,-0.19,2,-4
CC(=O)c1cccc(NC(=O)/C(=C\c2ccco2)NC(=O)c2cccs2)c1,-9,-6,-12,-3,15,-10,1.4,2,-6
COc1ccc(N2CCN(C(c3cccs3)C(C)NS(=O)(=O)c3ccccc3)CC2)cc1 (stereo not given),-8,-1,10,0,-12,-2,-1.4,-3,-3
Cc1ccc(NC(=O)CSc2nnc(NC(=O)CN3CCOCC3)s2)cc1,1,-34,-4,-3,1,-7,0.04,7,-5
CC1(C)Cc2nc3sc4c(=O)n(CC(N)=O)cnc4c3cc2CO1,5,-9,4,5,-1,-5,-0.1,2,3
CCOC(=O)c1cccc(NC(=O)C2CCCN(S(=O)(=O)c3cnc[nH]3)C2)c1 (stereo not given),-7,-9,-4,-3,3,-13,/,-4,-2
CC1=NN(C(C)C)C(=O)C1,-1,29,2,-3,-4,-23,1.4,4,-7
COc1ccc(N(C)C(=O)c2ccc3nc(-c4ccccc4)c(-c4ccccc4)nc3c2)cc1,-4,2,-6,3,2,-15,-2.7,-4,-11
Cc1cccc(NC(NC(=O)c2cccnc2)C(Cl)(Cl)Cl)c1 (stereo not given),-2,-8,4,1,-1,-10,0.34,3,-5
CN1c2ccccc2C(C)(C)C12C=Nc1c(ccc3ccccc13)O2 (stereo not given),1,6,2,32*,0,-5,1.3,11,-25
COc1ccc(-c2nc(C#N)c(N3CCN(c4ccccc4)CC3)o2)cc1,-2,16,-1,-9,-1,-6,/,3,-18
Cc1ccc2[nH]c(=O)c(CN(Cc3cccnc3)Cc3nnnn3CCN3CCOCC3)cc2c1,7,-13,-8,0,4,0,0.08,3,13
CCCc1cc(=O)oc2c(C)c(O)c(CN3CCCCC3)cc12,1,12,-1,3,-1,-14,-0.72,1,38
N/C(=N\O)C1COc2ccccc2O1 (stereo not given),-5,-12,-2,0,-1,-9,-0.68,4,20
Cc1cccc(-c2nc3c(c(SCC(=O)N(C)C)n2)CCCC3)c1,9,3,9,0,-9,-6,-1.5,11,-21
COCCOc1cc(NC(=O)c2sccc2Oc2ccc([N+](=O)[O-])cc2F)c(Cl)cc1Cl,1,3,6,2,-2,-8,-1.7,7,-14
Cn1c(=O)c2c(nc(NCC3CCCO3)n2Cc2ccccc2)n(C)c1=O (stereo not given),-4,-10,4,-2,-3,-4,0.68,-5,-3
CCOC(=O)c1[nH]c(C)c(C(=O)N2CCN(c3ccccc3)CC2)c1C,-8,24,7,-8,-10,-4,-0.24,-1,0
CCOC(=O)c1ccc(NC(=S)NC2CC(C)(C)NC(C)(C)C2)cc1,6,-23,-4,9,1,-7,0.29,2,-13
COc1cccc2c1OC[C@@H](CO)[C@H]2N(C)C(=O)Nc1ccc(Cl)cc1Cl,-3,-7,/,-2,/,-10,-0.37,7,/
CCCCN(CCCC)c1cn[nH]c(=O)c1Cl,5,1,-2,1,2,-2,-0.74,6,-2
Cc1ccc(S(=O)(=O)NC2=NCN(CCc3ccccc3)CN2)cc1,3,29,5,-6,-4,-4,-0.32,-2,-5
COc1cc(-c2noc(-c3ccccc3C(=O)NCc3ccco3)n2)cc(OC)c1OC,7,4,-7,1,4,-8,-0.53,6,5
CCCCCc1nnc(NC(=O)C2CCCO2)s1 (stereo not given),-3,-6,0,-1,-2,-10,-0.37,5,-8
COc1ccc(-c2cc(C(=O)N/N=C/c3sccc3C)c3ccccc3n2)c(OC)c1,-2,-1,-2,-1,0,-14,-1.4,1,-22
Cc1ccc(-c2csc(N/N=C/c3ccco3)n2)cc1,-3,29,8,-4,-5,-4,1.3,-3,-15
CN1C(=O)c2cccc3c(Cl)ccc(c23)C1=O,2,6,1,3,1,-9,-0.97,7,-6
O=C(CC1CC2CCC1C2)NCc1cccs1 (stereo not given),3,20,-3,4,1,-14,-0.29,4,3
COc1ccc(-c2nn(-c3ccccc3)cc2C(=O)O)cc1OC,-2,8,-33,-1,32,-17,1.5,4,-11
Cc1ccc(NC(=O)NC2CCCCC2)cc1Cl,3,-17,-2,2,2,-5,0.29,3,1
O=C(N1CCOCC1)N1CCN(Cc2ccccc2)CC1,3,7,5,5,-5,-9,0.91,3,4
CCCNC(=O)Cc1ccsc1,-4,-8,-5,-3,1,6,0.67,5,1
O=C(Nc1ccccc1N1CCOCC1)C1Cc2ccccc2CN1C(=O)c1ccco1 (stereo not given),2,10,0,-3,2,-31,-0.83,10,16
CCCc1nnc2n1N=C(c1ccc(-c3cc(Cl)ccc3Cl)o1)CS2,-2,-5,15,3,-11,-13,/,7,9
CSc1ccc(CNc2ccc(C)c(C)c2)cc1,-1,17,-2,-4,4,-11,0.12,-2,-9
O=C(Nc1ccc(Br)c(Cl)c1)c1ccco1,5,8,3,4,-4,-16,-0.71,3,-4
CCOC(=O)CSc1nc2c(cnn2-c2ccc(C)cc2)c(=O)[nH]1,2,-26,-1,1,-1,-3,-1.7,-2,-38
